# CRFR2-BP ag: CRF-BP/CRF-R2 complex agonism. HEK293 CRF-R2/CRF-BP, calcium dye fluorescence (FLIPR); percent of saturating CRF peptide response. activation, % at 13.2 µM. 350,000 tested, 0.46% active. AID 588473;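 active means activation of at least 50%, plus an integration ratio under a set limit after plate pattern correction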;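 further: plate controls were neutral control wells without compound for no effect and CRF at EC100 for full effect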
# M5 ag: agonists of human muscarinic M5 receptor (CHRM5); AID 624037; activation, % at 3 µM; 360,000 tested, 0.19% active; P08912; CHO-K1 hM5 cells, Fluo-8 calcium fluorescence; 0% DMSO wells, 100% maximal acetylcholine response;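 active means activation above the run's mean over test compounds plus 3 SD, cut at about 23% in these data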;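 further: signal is peak over basal fluorescence ratio across the kinetic read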
# Target sequence (P08912 whole entry, looked up): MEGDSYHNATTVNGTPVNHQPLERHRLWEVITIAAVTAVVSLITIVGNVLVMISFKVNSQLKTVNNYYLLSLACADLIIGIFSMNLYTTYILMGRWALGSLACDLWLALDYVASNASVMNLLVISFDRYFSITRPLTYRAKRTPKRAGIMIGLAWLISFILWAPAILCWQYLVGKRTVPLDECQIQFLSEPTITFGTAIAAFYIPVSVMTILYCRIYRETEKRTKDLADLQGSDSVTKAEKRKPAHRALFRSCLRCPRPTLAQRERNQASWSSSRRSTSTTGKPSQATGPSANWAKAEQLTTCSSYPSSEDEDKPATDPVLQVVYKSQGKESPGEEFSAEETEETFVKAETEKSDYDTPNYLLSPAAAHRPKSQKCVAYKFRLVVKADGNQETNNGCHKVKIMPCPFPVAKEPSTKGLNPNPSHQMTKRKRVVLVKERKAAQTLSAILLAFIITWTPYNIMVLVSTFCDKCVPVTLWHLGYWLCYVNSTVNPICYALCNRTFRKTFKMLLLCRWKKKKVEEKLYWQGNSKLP
# CHRM5 PAM: CHRM5 positive allosteric modulation. P08912. CHO-K1 hM5, Fluo-8 calcium, ACh EC20 PAM; 0% = ACh EC20, 100% = ACh EC100. activation, % at 3 µM. 360,000 tested, 0.3% active. AID 624038;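 active means activation above the run cutoff, the mean activation of all test compounds plus 3 SD, cut at about 18% in these data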
#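 System: CHO-K1 hM5 cells. Reagent: acetylcholine, EC20 level. Compound dosing: single dose, 3 µM nominal final test concentration. Timing: Post-acetylcholine fluorescence recording 140 s. Detection: Fluo-8 calcium fluorescence. Read-out: % activation, ACh-normalized. Benchmarks: ACh EC20 and EC100 wells. Repeats: singlicate, one well per test compound.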
# CHRM4 agonist: CHRM4 agonism in calcium assay | P08173 | CHO-K1 hM4/Gqi5, Fluo-8 calcium fluorescence; vehicle 0%, full acetylcholine response 100% | activation, % at 3 µM | 360,000 tested, 0.14% active;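 active means activation above the run mean over all test wells plus 3 SD, cut at about 32% in these data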;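 further: peak over basal fluorescence ratio per well then scaled between controls; 0% = DMSO wells and 100% = acetylcholine at EC100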
# Target sequence (P08173 whole entry, looked up): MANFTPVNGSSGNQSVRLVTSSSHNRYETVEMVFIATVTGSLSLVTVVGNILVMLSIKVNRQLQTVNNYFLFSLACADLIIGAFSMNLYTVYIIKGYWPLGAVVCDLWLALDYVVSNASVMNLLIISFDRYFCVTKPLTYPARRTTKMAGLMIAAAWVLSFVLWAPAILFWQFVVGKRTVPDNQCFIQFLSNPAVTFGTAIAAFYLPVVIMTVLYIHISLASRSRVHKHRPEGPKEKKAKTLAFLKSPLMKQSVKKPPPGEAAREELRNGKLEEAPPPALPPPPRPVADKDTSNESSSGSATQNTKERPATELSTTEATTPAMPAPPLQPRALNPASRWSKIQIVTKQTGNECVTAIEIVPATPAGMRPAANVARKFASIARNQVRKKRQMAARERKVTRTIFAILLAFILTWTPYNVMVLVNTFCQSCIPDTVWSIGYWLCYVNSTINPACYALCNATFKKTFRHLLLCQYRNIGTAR
# CHRM4 antagonist: CHRM4 antagonism in calcium assay; AID 624125; 360,000 tested, 0.73% active; P08173; CHO-hM4 cells, ACh EC80, Fluo-8 calcium fluorescence; inhibition, % at 3 µM;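 active means inhibition above its plate's cutoff, the mean inhibition of sample wells plus 3 SD, cut at about 27% in these data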;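 further: 0% = acetylcholine EC80 with DMSO and 100% = DMSO without agonist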
# CHRM1 PAM: positive allosteric modulators of human M1 muscarinic receptor; P11229; CHO-K1 hM1, Fluo-8 calcium fluorescence, ACh EC20; 0% = ACh EC20, 100% = maximal ACh; activation, % at 3 µM; 360,000 tested, 0.088% active; AID 588819; in the data active means activation above about 19%, passing the limit was not always enough
# CHRM5 antagonist: antagonists of human muscarinic M5 receptor (CHRM5); P08912; CHO-hM5 cells, Fluo-8 calcium fluorescence, ACh EC80; inhibition, % at 3 µM; 360,000 tested, 0.59% active; AID 624040;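 active means inhibition above a per-plate cutoff, the mean of that plate's test compounds plus 3 SD, cut at about 27% in these data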;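 further: 0% = acetylcholine EC80 with DMSO and 100% = DMSO without agonist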
# CHRM1 antagonist: antagonists of human M1 muscarinic receptor; P11229; CHO-K1 hM1, Fluo-8 calcium fluorescence, ACh EC80 antagonist; inhibition, % at 3 µM; 360,000 tested, 1.3% active;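 active means percent inhibition above its own plate's cutoff, namely the mean of that plate's compound wells plus 3 SD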;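 further: peak over basal fluorescence ratio during 140 s after agonist addition; 0% = ACh EC80 plus DMSO and 100% = DMSO alone without agonist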
# CHRM4 PAM: CHRM4 positive allosteric modulation; P08173; CHO-K1 hM4/Gqi5, Fluo-8 calcium fluorescence, ACh EC20; 0% = ACh EC20, 100% = maximal ACh; activation, % at 3 µM; 360,000 tested, 0.4% active;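 active means activation above its plate's cutoff, the mean activation of sample wells plus 3 SD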; further: some results filed as inactive read as strong as hits
# Starred values were filed as active, the others as inactive; x = no result given.
# Each structure is followed by: CRFR2-BP ag	M5 ag	CHRM5 PAM	CHRM4 agonist	CHRM4 antagonist	CHRM1 PAM	CHRM5 antagonist	CHRM1 antagonist	CHRM4 PAM
> CCC(CC)N1CCN(CC2CC=CCC2)CC1 (stereo not given)
→ -0.6	-8.0	-5.1	0.1	0.8	-2.4	4.1	1.7	-7.0
> Cc1cc2sc(C(=O)O)c(C)c2s1
→ 1.8	-0.9	9.3	0.8	-11.5	8.7	-6.9	-28.4	11.4
> Clc1ccc(-c2csc(-c3cccnc3)n2)s1
→ 0.3	-3.2	-5.0	-1.8	-6.3	13.4	20.4	-9.9	-14.9
> CCOC(=O)C(NC(=O)NCc1ccccc1)(OCC)C(F)(F)F (stereo not given)
→ -0.2	-2.2	-4.7	-0.4	1.7	-0.8	6.5	-2.4	4.5
> CCOC(=O)C1(Cc2cccc(F)c2)CCN(C(=O)C2CCCO2)CC1 (stereo not given)
→ 0.2	1.4	-2.5	0.4	0.6	-1.4	2.2	-2.4	-5.3
> COc1cccc(CNc2ncc(-c3ccccc3)n2C)c1
→ -0.3	-22.6	-5.5	1.4	-2.9	-17.0	5.3	15.1	-11.5
> O=C(c1cc(-c2ccco2)nc2ccccc12)N1CCCC(C(F)(F)F)C1 (stereo not given)
→ -0.3	2.0	1.6	3.2	-2.4	0.3	3.9	-1.9	2.6
> COc1ccc(Cl)cc1-c1cc(C(=O)NCc2ccco2)[nH]n1
→ x	-6.0	-0.8	2.9	-14.8	4.7	17.7	-13.8	2.7
> Cc1nc2ccccc2c(C)c1C(=O)c1ccccc1
→ 1.1	-2.8	6.3	0.6	-8.6	2.5	-3.7	-4.2	8.4
> O=C(CNC(=O)c1cccs1)N/N=C/c1ccccc1[N+](=O)[O-]
→ 0.8	-0.3	1.5	-0.6	8.2	6.8	9.9	4.1	-3.0

# 2 records picked at random from those above, as already listed:
# Each structure is followed by: CRFR2-BP ag	M5 ag	CHRM5 PAM	CHRM4 agonist	CHRM4 antagonist	CHRM1 PAM	CHRM5 antagonist	CHRM1 antagonist	CHRM4 PAM
> Cc1nc2ccccc2c(C)c1C(=O)c1ccccc1
→ 1.1	-2.8	6.3	0.6	-8.6	2.5	-3.7	-4.2	8.4
> COc1cccc(CNc2ncc(-c3ccccc3)n2C)c1
→ -0.3	-22.6	-5.5	1.4	-2.9	-17.0	5.3	15.1	-11.5

# More results follow:
# Each structure is followed by: CRFR2-BP ag	M5 ag	CHRM5 PAM	CHRM4 agonist	CHRM4 antagonist	CHRM1 PAM	CHRM5 antagonist	CHRM1 antagonist	CHRM4 PAM
> Cc1cc(C)c2oc(C(=O)N3CCN(Cc4ccccc4)CC3)cc(=O)c2c1
→ -0.1	-4.4	-1.5	5.1	-2.5	1.6	5.3	-11.1	2.3
> CC(=O)c1ccccc1OCc1ccc(C(=O)c2ccccc2)cc1
→ -1.7	-1.5	-21.1	8.4	16.6	-13.9	26.4	22.1	-12.0
> NS(=O)(=O)c1ccc(NC(=O)COc2ncnc3sccc23)cc1
→ -1.1	-3.5	4.7	0.4	10.5	-3.2	-3.3	-10.2	-1.7
> c1ccc(C2Nc3ccccc3C3OCCCC23)cc1 (stereo not given)
→ -1.7	-7.0	-3.4	-2.2	-20.6	4.0	5.2	-11.4	8.4
> CC(=O)N(C)c1cccc([N+](=O)[O-])c1
→ -1.1	-0.2	6.3	0.6	2.2	6.3	-9.8	-9.3	2.9
> O=C(CN1C(=O)NC2(CCCc3ccccc32)C1=O)NCc1ccco1 (stereo not given)
→ -1.6	0.4	-0.1	0.9	6.4	8.5	0.6	-8.9	11.4
> Cc1nonc1C(=O)N/N=C/c1ccc(O)cc1O
→ -1.1	2.9	-2.4	1.1	-5.4	11.8	-1.8	-7.4	7.6
> O=C(Cc1c(F)cccc1Cl)Nc1ccc(S(=O)(=O)N2CCCC2)cc1
→ -0.3	-1.0	-6.3	1.5	5.6	-3.9	4.5	-0.5	-8.3
> O=C(c1ccc(Cl)cc1)c1cn[nH]c1-c1ccccc1O
→ 0.5	3.7	2.5	7.8	-2.1	7.1	-3.1	-14.7	1.7
> O=C(N/N=C/c1cc2c(c([N+](=O)[O-])c1)OCO2)c1ccncc1
→ 0.5	-2.0	7.0	1.6	-7.8	-0.2	-6.8	-6.1	-1.9
> O=C(CC1C(=O)NCCN1C/C=C/c1ccccc1)NCCCC1CCCC1 (stereo not given)
→ -0.7	-5.7	-3.1	-0.9	12.2	-0.5	6.0	3.4	-9.7
> O=C(CCc1nnc(CCC2CCCCC2)o1)NCCc1ccccn1
→ -1.0	-1.3	2.2	0.7	2.7	5.9	0.1	-3.0	-2.7
> Cc1cccn2c(=O)nc(SCC(=O)NCc3ccco3)nc12
→ -1.2	1.6	-6.6	-0.3	0.5	1.1	7.2	3.7	-1.5
> CCOc1cc2[nH]c(=O)n(CCCCCC(=O)NCc3ccco3)c(=O)c2cc1OCC
→ 0.1	-0.4	4.5	0.0	7.2	13.0	-3.9	-6.9	20.8
> CN=C1S/C(=C\c2ccc(N3CCOCC3)c(F)c2)C(=O)N1C
→ -0.4	1.6	-0.1	1.1	-3.9	9.5	0.2	-10.8	14.0
> Cc1ccsc1C(=O)N1CCN(c2ncccn2)CC1
→ -0.5	1.8	-3.4	0.2	-3.1	-0.7	12.3	-1.9	-0.5
> CCCC1NC(=O)c2cccnc2-n2c1nc1ccc(OC)cc1c2=O (stereo not given)
→ -1.7	-0.3	0.3	0.1	-5.1	4.4	4.5	-11.9	4.0
> CC1CCCCC12NC(=O)N(CC(=O)Nc1ccc(S(=O)(=O)N3CCOCC3)cc1)C2=O (stereo not given)
→ 1.1	1.1	4.8	0.0	6.8	7.8	-9.4	-10.3	8.3
> Cc1ccc(C(=O)Nc2nc3ccccc3[nH]2)cc1
→ -1.3	1.6	-2.9	5.7	-13.9	-0.1	-7.2	-5.6	-1.4
> CCOCCCNC(=O)/C(C#N)=C/c1ccc(-c2ccc(S(=O)(=O)N3CCOCC3)cc2)o1
→ 18.2	1.2	-11.1	8.9	1.3	-6.0	13.0	10.7	-8.6
> CCN1C(=O)/C(=C/c2nc3ccccc3c(=O)[nH]2)c2ccccc21
→ 0.2	-0.2	3.7	1.5	-7.8	13.4	-10.0	-1.2	6.0
> CCCC1(c2ccccc2)NC(=O)N(CCN2C(=O)c3ccccc3C2=O)C1=O (stereo not given)
→ -2.0	-1.1	-4.1	1.6	1.2	5.7	2.9	-2.5	-5.0
> CCCNC(=O)c1cc(C2CCCN(C(=O)c3ccc(NC(C)=O)cc3)C2)on1 (stereo not given)
→ x	0.7	-3.6	1.4	-11.1	16.8	-4.8	-8.7	2.1
> CC1(/[N+]([O-])=C\c2ccccc2F)CCCCC1=O (stereo not given)
→ -0.5	1.5	5.7	1.5	-2.8	6.6	3.1	-14.1	-0.7
> Nc1nnc(SC2CC(=O)N(c3ccccc3)C2=O)s1 (stereo not given)
→ 0.3	-0.8	-5.4	0.5	7.2	3.9	8.7	-17.1	0.4
> Brc1c(C[n+]2ccccc2)nc2ccccn12
→ -0.1	-9.7	6.0	0.1	9.9	-10.7	5.3	13.5	-6.1
> O=C(CSc1nnc(C2COc3ccccc3O2)o1)N1CCCC1 (stereo not given)
→ 0.8	-0.2	4.3	0.9	1.5	12.9	-1.2	-12.5	2.3
> Cc1ccccc1NS(=O)(=O)c1ccc(C(=O)N2CCCCCC2)cc1
→ 14.7	7.1	-9.1	8.5	15.5	9.9	11.5	-6.6	-7.1
> CN(CC(=O)N1CCOCC1)S(=O)(=O)c1ccc2ccccc2c1
→ -2.5	0.8	-3.4	1.8	3.9	5.8	-0.6	-6.9	-3.7
> NC(=O)NC(=O)c1nccnc1C(=O)O
→ 1.7	-0.2	-1.2	0.1	6.6	-1.4	5.7	7.5	2.3
> c1coc(CN2CNc3nc4ccccc4n3C2)c1
→ -2.7	9.0	3.4	9.3	-6.0	10.3	-3.9	-7.3	-9.1
> Cc1cccc(NC(=S)N2CCCCCC2)c1C
→ -0.8	-1.9	-0.9	1.6	2.7	5.0	6.8	-8.7	1.5
> CS(=O)(=O)N1CCC(C(=O)Nc2ccccc2F)CC1
→ -3.0	3.4	-3.2	1.8	-18.7	3.4	1.3	-2.8	1.2
> CCCCCN(C(=O)COC(=O)c1ccc(C)cc1)c1c(N)n(CCCC)c(=O)[nH]c1=O
→ 0.2	-1.5	2.0	0.6	-4.3	13.1	-3.1	-8.3	6.5
> COc1ccccc1C(=O)O[C@H]1[C@H](Cc2ccccc2)NS(=O)(=O)[C@H]2C[C@@H]3C=C[C@]12O3
→ -0.1	3.5	-2.5	4.1	-9.8	5.3	-0.1	-2.9	-1.5
> COc1ccc(CN(C)C(=O)c2ccc(NS(=O)(=O)c3ccc(C)c([N+](=O)[O-])c3)cc2)c(OC)c1OC
→ -0.9	1.9	-4.1	3.5	-9.5	2.4	6.2	-0.6	-5.2
> Nc1sccc1C(=O)c1ccc(Cl)cc1
→ 7.0	3.5	-1.9	3.6	5.1	-6.4	-0.8	9.0	-0.2
> COc1ccc2nc3oc(C(=O)N4CCN(c5cccc(C(F)(F)F)c5)CC4)cc3cc2c1
→ 4.1	-4.2	3.5	0.5	4.2	2.9	-8.4	-6.0	-0.6
> CC(C)Oc1ccc(S(=O)(=O)N2CCOCC2)cc1NC(=O)C1=COCCO1
→ -2.2	0.2	3.9	0.9	-7.1	4.0	-0.3	-5.5	4.6
> CCOC(=O)C1CCN(CCC(=O)Nc2ccc(F)cc2)CC1
→ 2.8	-2.9	2.0	1.0	2.5	1.5	1.7	-1.1	3.8
> O=C(c1cccnc1)N1CCN(c2ccc([N+](=O)[O-])cc2Cl)CC1
→ -0.3	0.2	-3.8	2.9	8.9	8.6	-2.9	-1.8	-4.1
> COCCCNC(=O)c1c(N)n(/N=C/c2cccnc2)c2nc3ccccc3nc12
→ -0.7	-0.3	-6.1	1.0	6.5	2.0	5.1	-9.7	-1.7
> Cc1cccc(-n2c(SCC(=O)c3c(N)n(C4CC4)c(=O)[nH]c3=O)nnc2N2CCOCC2)c1
→ -2.3	-1.3	2.5	0.4	0.7	9.1	1.1	-11.1	5.7
> O=C(COC(=O)c1ccc(O)cc1)NC1CCCCCCC1
→ -2.7	1.5	-2.3	5.6	-10.0	1.2	-4.2	-9.8	0.3
> O=C(NNc1cccc(Cl)n1)Nc1cccc(Cl)c1
→ 0.2	0.7	1.0	0.9	8.3	1.4	-3.3	3.4	-6.6
> O=C(CSc1nc2ccccc2c(=O)n1-c1ccccc1)c1cccc([N+](=O)[O-])c1
→ -0.8	-0.5	-0.7	1.0	2.1	9.2	0.1	-16.6	5.7
> O=C(NCCc1ccc(F)cc1)c1cccc(NC(=O)c2ccccc2)c1
→ 1.4	6.5	-11.5	12.4	15.3	-3.9	8.9	5.2	-5.9
> COC(=O)c1ccc(OCC(O)CN2CCN(C(=O)c3ccco3)CC2)c(OC)c1 (stereo not given)
→ -2.0	-8.0	-5.0	2.3	-0.6	-12.5	16.3	-7.3	12.6
> Oc1[nH]c2ccccc2c1N=Nc1ccccc1
→ 9.7	-1.8	2.1	-0.1	6.0	4.2	4.3	-3.5	-5.6
> COc1cccc(N2CCN(C(=O)Nc3ccccc3Cl)CC2)c1
→ -2.4	-0.5	-0.7	1.9	-1.8	4.8	-2.8	-5.3	11.5

# Assay outcomes (PubChem BioAssay)
